NPC1 prom act: activators of NPC1 promoter | Huh7 NPC1 promoter luciferase reporter, 24 h | Potency, µM (doses to about 9.22 µM), without a hit: at the highest dose activation, hits mostly activators | actives 2.4% (n = 320,000);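 also: % of control where 0% means no effect; nearly all actives have a fitted effect of over 60% in size; reporter is driven by a mutant NPC1 promoter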
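Luminescence from an NPC1 promoter-driven luciferase reporter in stably transfected Huh7 cells was measured after 24 h compound treatment at 37 °C, followed by 10 min ambient incubation with luciferase detection reagent.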
VP16 counter: Gal4-VP16 reporter inhibition counter-screen; Drosophila S2 Gal4-VP16 UAS-luciferase, luminescence, 20 h; Potency, µM (top dose mostly 53.6 µM), without a hit: at the top dose activity, negative = inhibition, usual class: inhibitors; actives 3.5% (n = 310,000);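 also: Gal4-VP16 expression switched on by copper sulfate through the metallothionein promoter; % is scaled to controls: 0 for no effect and ±100 for the full control effect; nearly all actives have a fitted effect of over 50% in size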
FLuc counter: inhibits or activates purified firefly luciferase, miR-21 counter-screen. P08659. purified FLuc, Km substrates, luminescence inhibition. Potency, µM (highest dose often 57.5 µM), for the others: top-dose activity change, negative = inhibition, hits mostly inhibitors. actives 6.9% (n = 360,000). AID 588342;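 also: plate controls were vehicle for no effect and reference inhibitor for full effect; nearly all actives have a fitted effect of over 55% in size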
Target sequence (P08659 whole entry, looked up): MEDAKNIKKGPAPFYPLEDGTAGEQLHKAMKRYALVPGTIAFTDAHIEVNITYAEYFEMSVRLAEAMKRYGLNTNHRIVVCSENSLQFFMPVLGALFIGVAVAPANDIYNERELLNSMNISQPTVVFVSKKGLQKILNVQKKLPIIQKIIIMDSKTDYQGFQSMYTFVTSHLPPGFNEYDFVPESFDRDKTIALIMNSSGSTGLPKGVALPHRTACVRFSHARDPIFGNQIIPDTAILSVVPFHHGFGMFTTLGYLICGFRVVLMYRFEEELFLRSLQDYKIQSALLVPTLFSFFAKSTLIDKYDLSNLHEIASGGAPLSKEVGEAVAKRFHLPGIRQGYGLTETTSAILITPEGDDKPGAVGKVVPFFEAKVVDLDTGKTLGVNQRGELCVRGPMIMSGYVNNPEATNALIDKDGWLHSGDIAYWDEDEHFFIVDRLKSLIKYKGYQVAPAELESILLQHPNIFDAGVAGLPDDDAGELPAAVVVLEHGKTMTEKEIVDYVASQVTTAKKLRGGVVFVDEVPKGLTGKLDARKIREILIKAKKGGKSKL
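Purified P. pyralis luciferase, 10 nM final, with Km-level 10 uM D-luciferin and 10 uM ATP in 50 mM Tris acetate pH 7.5, 10 mM Mg acetate, 0.01% Tween-20, 0.05% BSA; 6-point qHTS titration about 60 µM downward; luminescence read.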
ELG1 genotox: induces genotoxicity in HEK293T cells with luciferase-tagged ELG1; HEK293T ELG1-luciferase reporter, luminescence, 16 h; Potency, µM (highest dose often 46 µM), without a hit: at the top dose activity change, positive = activation, hits mostly activators; actives 1.3% (n = 330,000); AID 504466; also: % of control where 0% means no effect; nearly all actives have a fitted effect of over 60% in size
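Step 1: seed 2,000 HEK293T ELG1-luciferase cells per well. Step 2: add compound or DMSO, incubate 16 hr at 37 °C. Step 3: ONE-Glo, 30 min at room temperature, read luminescence.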
MLL CXXC-DNA inh: MLL CXXC-DNA interaction inhibition. Q03164. MLL-CXXC / FITC-HOXA9 DNA fluorescence polarization. Potency, µM (series often up to 115 µM), without a hit: at the highest dose activity change, negative = inhibition, hits mostly inhibitors. actives 0.037% (n = 290,000); active = well fitted inhibition curve with a large enough effect in the polarisation, with a control signal flat, not every such curve was filed as active; inconclusive = small, poorly fitted or top-dose-only effect, or effect the other way, or a change in a side signal; inactive = no such curve, though single readings can be large or run the other way; the % refers to the polarisation
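Steps: dispense CXXC domain solution (7 uM) → pin compounds or unlabeled HOX-A9 DNA control → 5 min ambient → add FLSN-HOX-A9 solution (50 nM) → spin → 30 min ambient → fluorescence polarization. Tris pH 7.5/NaCl/DTT/BSA buffer.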
p53 reactivator: restores transcriptional activity of mutant p53 | actives 0.063% (n = 320,000) | H1299 p53-A138V BP100-luciferase reporter, luminescence, 24 h | Potency, µM (top dose mostly 92.2 µM), for the others: at the highest dose activity change, positive = activation, most hits filed as activators | AID 504706; also: % of control where 0% means no effect; nearly all actives have a fitted effect of over 45% in size
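H1299 (p53-null), stable ts p53-A138V + BP100-Luc; 1000 cells/well, Opti-MEM/10% FBS; cpd 4 pt, 1:5; 24 h, 37 deg C, 5% CO2; detection reagent 10 min RT; luminescence.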
RORg inh: inhibitors of mouse ROR gamma transcriptional activity; Potency, µM (titrated, usually from 53.6 µM), inactives show at the highest dose activity change, negative = inhibition, usual class: inhibitors; actives 5.4% (n = 310,000); AID 2551; P51450; Drosophila S2 Gal4-RORgamma UAS-luciferase reporter, 20 h; also: % is scaled to controls: 0 for no effect and ±100 for the full control effect; nearly all actives have a fitted effect of over 60% in size
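ROR gamma transcriptional activity was tracked as Gal4-UAS luciferase output in stably transfected Drosophila Schneider cells, with compound added 1 hr before 700 uM copper sulfate induction and a 20 hr ambient-temperature incubation.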
Rab9 prom act: Rab9 promoter activation; Huh7 Rab9 promoter-luciferase reporter, luminescence, 24 h; Potency, µM (series often up to 9.22 µM), for inactives: at the highest dose activation, negative = inhibition, usual class: activators; actives 2.8% (n = 320,000); AID 485297; also: % of control where 0% means no effect; nearly all actives have a fitted effect of over 60% in size
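Huh7 reporter line, Rab9 promoter upstream of luciferase. Compound exposure 24 h at 37 °C in reduced-serum medium with 10% FBS. Read-out: luminescence.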
MBNL1-CUG inh: inhibitors of human MBNL1 binding to CUG repeat RNA; actives 0.036% (n = 280,000); Q9NR56; TR-FRET MBNL1-His/biotin-(CUG)12 binding, 665/545 ratio; Potency, µM (top dose mostly 57.5 µM), inactives show at the highest dose activity change, negative = inhibition, usual class: inhibitors; active = well fitted inhibition curve with a large enough effect in the signal ratio, with a control signal flat, not every such curve was filed as active; inconclusive = small, poorly fitted or top-dose-only effect, or effect the other way, or a change in a side signal; inactive = no such curve, though single readings can be large or run the other way; the % refers to the signal ratio; also: % is scaled to controls: 0 for no effect and ±100 for the full control effect
Target sequence (Q9NR56 whole entry, looked up): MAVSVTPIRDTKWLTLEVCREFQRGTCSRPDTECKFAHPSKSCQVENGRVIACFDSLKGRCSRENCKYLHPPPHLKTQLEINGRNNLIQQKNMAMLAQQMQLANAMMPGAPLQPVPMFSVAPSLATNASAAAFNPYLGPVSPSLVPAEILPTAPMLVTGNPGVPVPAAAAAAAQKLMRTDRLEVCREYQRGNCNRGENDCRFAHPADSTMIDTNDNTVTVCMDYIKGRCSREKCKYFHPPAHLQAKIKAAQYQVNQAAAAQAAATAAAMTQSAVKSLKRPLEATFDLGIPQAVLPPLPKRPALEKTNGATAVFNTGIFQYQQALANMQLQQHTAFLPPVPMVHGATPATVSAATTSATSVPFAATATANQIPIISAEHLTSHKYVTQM
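Ratiometric TR-FRET (665 over 545 nm, excitation 340 nm) tracks disruption of MBNL1-His/biotin-(CUG)12 complex after 60 min at room temperature, with compounds at 92 nM to 58 uM final.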
BRCA1 expr up: activators of BRCA1 expression; MCF7-BRCA1-FFLuc reporter, luminescence, 48 h; response scale: scaled: vehicle 0%, 10 µM genistein 100%; Potency, µM (top dose mostly 46.1 µM), without a hit: at the top dose activation, actives largely listed as activators; actives 1.1% (n = 380,000); also: nearly all actives have a fitted effect of over 80% in size; some results filed as inactive show a strong effect at the top dose
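Compounds are tested at multiple concentrations on MCF7 BRCA1-luciferase reporter cells seeded at 2000 per well; after 48 h, a single luminescence end-point is taken and curves fitted to the normalized data.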
uPA surface inh: cell surface uPA generation inhibition. cell surface uPA generation assay, qHTS. Potency, µM (titrated, usually from 38.3 µM), for inactives: at the highest dose activity change, negative = inhibition, actives largely listed as inhibitors. actives 0.31% (n = 330,000). AID 540303; active = well fitted inhibition curve with a large enough effect; inconclusive = small, poorly fitted or top-dose-only effect; inactive = no such curve, though single readings can be large or run the other way; tested in mouse RAW 264.7 cells; also: % is scaled to controls: 0 for no effect and ±100 for the full control effect; nearly all actives have a fitted effect of over 55% in size
* = called active by the depositor; ? = inconclusive; / = no result given; & = joins results of further samples; [ ] = dose if it differs, or a comment. Unless noted, calls follow the shape of the dose curve; as a rule, active = well fitted curve in the direction sought with a large enough effect; inconclusive = small, poorly fitted or top-dose-only effect, or another doubt; inactive = no such curve, though single readings can be large; an effect the other way counts as inactive or inconclusive. Potency is read from the fitted curve at half-maximal effect. Not all compounds are listed (hit frequency here may not be typical).

SMILES	NPC1 prom act	VP16 counter	FLuc counter	ELG1 genotox	MLL CXXC-DNA inh	p53 reactivator	RORg inh	Rab9 prom act	MBNL1-CUG inh	BRCA1 expr up	uPA surface inh
CN1C(=O)CC(N2CCC(C(N)=O)CC2)C1=O (stereo not drawn)	-1%	4%	1%	1%	10%	-1%	-22%	-6%	-17%	2%	4%
CCN1CCC(N2CCN(c3ccccc3OC)CC2)CC1	-2%	-13%	5%	-3%	5%	5%	-20%	4%	1%	-1%	3%
FC(F)(F)c1ccc2c(c1)[nH]c(=S)n2C1CC1	-3%	?	-5%	-9%	0%	-1%	1.4µM*	-16%	-12%	-14%	-4%
Cc1cc(C)n(-c2nc3ccccc3nc2Nc2ccc3c(c2)OCO3)n1	-4%	-4%	-2%	0%	-3%	3%	-8%	2%	5%	-12%	6%
COCCCNC(=O)[C@H]1N2C(=O)c3ccccc3C2SC1(C)C (stereo partly drawn)	-5%	-9%	-2%	-1%	7%	-3%	?	12%	-6%	-15%	3%
O=c1[nH]c(N2CCOCC2)nc2ncn(Cc3ccccc3)c12	0%	-1%	-2%	-1%	7%	3%	-5%	1%	-3%	3%	/
Cc1ccc(C)c(SCC(=O)Nc2cccc(S(=O)(=O)NC3=NCCCCC3)c2)c1	1%	-11%	2%	-4%	24%	-6%	16%	-4%	-9%	-1%	4%
COc1ccc(/C=C(\NC(=O)c2ccc(Cl)cc2)C(=O)NCCCn2ccnc2)cc1OC	-1%	5%	1%	4%	-4%	-1%	-14%	-4%	5%	-9%	-4%
COc1cc(CCCN[C@H](CN)Cc2ccccc2)cc(OC)c1OC	-3%	/	11%	0%	/	-7%	/	-2%	/	-9%	6%
OCC1(Cc2ccc(Cl)cc2)CCN(CC2CC=CCC2)CC1 (stereo not drawn)	-2%	-13%	-1%	-4%	-3%	0%	-13%	-12%	-1%	-16%	-2%
Cc1cc(Cl)ccc1NS(=O)(=O)c1c(C)[nH]c(=O)[nH]c1=O	2%	-4%	2%	0%	3%	3%	-1%	-1%	-2%	-8%	1%
Cc1cccc(NC(NC(=O)Cc2ccccc2)C(Cl)(Cl)Cl)c1 (stereo not drawn)	0%	12%	8%	-2%	?	-15%	6%	-8%	-8%	-13%	-8%
COc1ccc(NC(=S)N2CCC(C(=O)c3ccc(F)cc3)CC2)c(OC)c1	2%	?	-7%	11%	15%	-2%	-13%	-6%	-3%	-11%	10%
O=C(NCC(c1ccco1)N1CCc2ccccc21)c1cccc(F)c1 (stereo not drawn)	-4%	/	0%	-11%	/	-4%	/	-6%	/	-20%	-6%
Cc1cccc(NC(=O)CNC(=O)CN2C(=O)NC3(CCCc4ccccc43)C2=O)c1C (stereo not drawn)	-1%	/	-1%	0%	/	-3%	/	0%	/	-8%	1%
CC(OC(=O)c1ccc2c(=O)n3c(nc2c1)CCCCC3)C(=O)Nc1ccc(F)cc1Cl (stereo not drawn)	-1%	-6%	0%	2%	-1%	4%	21%	-4%	-2%	3%	-1%
COCCn1nnnc1C(c1cccs1)N1CCN(c2cccc(C(F)(F)F)c2)CC1 (stereo not drawn)	-3%	0%	3%[2.3 µM]	-12%	-1%	-11%	5%	1%	2%	-42%	5%
O=C(NC1CCN(Cc2ccccc2)CC1)c1ccc(Oc2cc(Cl)cc(Cl)c2)o1	0%	5%	-1%	-13%	-2%	1%	15%	-2%	/	-29%	11%
CCOc1ccc(CCNC(=O)CCc2nc(-c3ccc(C)cc3)no2)cc1OCC	-2%	-11%	4%	1%	-5%	-2%	-11%	0%	2%	-29%	9%
Cc1ccc(S(=O)(=O)NCCSc2nncn2C)cc1	1%	4%	0%	-3%	0%	1%	-9%	1%	0%	3%	-4%
CCOc1ccccc1N(CC(=O)Nc1ccc(S(=O)(=O)N2CCCC2)cc1)S(C)(=O)=O	1%	4%	1%	-3%	?	-14%	7%	-3%	-5%	-13%	11%
CNC(=O)c1sc2nc(-c3ccc(OC)cc3)cn2c1C	1.6µM*	10%	3.4µM*	2.1µM*	3%	?	4%	0.89µM*	12%	?	?
CCOC(=O)C1=NN(c2ccccc2C)C2=NC(C)=C(C(=O)OC)C(c3cccc(OC)c3)N12 (stereo not drawn)	-1%	-7%	-7%	-1%	-3%	-1%	13%	1%	-9%[11.5 µM]	-14%	-6%
O=C(O)CSCC(=O)N1CCCCC1	0%	0%	0%	1%	-1%	1%	-32%	-2%	-6%	0%	-3%
CC1(C)CC(=O)C2=C(C1)OC(N)=C([N+](=O)[O-])C2c1cccs1 (stereo not drawn)	-2%	-14%	-1%	-3%	7%	-3%	-11%	-1%	-13%	-13%	-1%
SMILES	NPC1 prom act	VP16 counter	FLuc counter	ELG1 genotox	MLL CXXC-DNA inh	p53 reactivator	RORg inh	Rab9 prom act	MBNL1-CUG inh	BRCA1 expr up	uPA surface inh
CCOC(=O)C1=C(C)OC(N)=C(C#N)C1c1c(C)nn(-c2ccc(C)cc2)c1Cl (stereo not drawn)	6%	-2%	0%	7%	3%	3%	29%	2%	5%	/	/
CCOc1cccc2sc(N(CCN(CC)CC)C(=O)c3ccc(S(=O)(=O)N4CCCCC4)cc3)nc12	1%	-1%	-1%	-3%	-1%	6%	-40%	-8%	-6%	-27%	-23%
CCCCCC(O)c1cccc(OCc2ccc3ccccc3n2)c1 (stereo not drawn)	-2%[46.1 µM]	-4%&-5%	?	?	-1%&6%	12%	?	-22%[46.1 µM]	32%[activator]	-20%	9%
CCc1cccc(C)c1NC(=S)NCC(c1cccnc1)N(C)C (stereo not drawn)	-3%	9%	0%	0%	6%	0%	-27%	-6%	-2%	1%	2%
O=C(Nc1ccccc1)c1ccc(S(=O)(=O)Nc2cccc(O)c2)cc1	-1%	?	0%	-9%	60%[activator]	-8%	?	-4%	-1%	-1%	-2%
CCn1c(SCC(=O)NNC(=O)c2ccc(C)cc2)nnc1C1CC1	2%	-7%	-1%	21%	-6%	7%	-6%	3%	2%	-4%	1%
CCCCNC(=S)Nc1cccc(S(=O)(=O)NC2=NCCC2)c1	-3%	/	4%	-2%	/	3%	/	0%	/	-6%	4%
CC(C)C(C(=O)NCC1CCCO1)N(C(=O)CNS(=O)(=O)c1ccc(F)cc1)c1ccccc1 (stereo not drawn)	-5%	-2%	-1%	-11%	-3%	3%	1%	6%	-1%	10%	-1%

Screens deposited in PubChem by National Center for Advancing Translational Sciences (NCATS).
